# Assay outcomes (PubChem)
# GALK inh: galactokinase (human) inhibition; Purified GALK, Kinase-Glo residual ATP luminescence; Potency, µM (top dose mostly 57.5 µM), inactives show at the top dose activity change, negative = inhibition, most hits filed as inhibitors; 270,000 compounds, 0.007% hits; AID 1868; further: potency means the concentration at half of the fitted maximal effect; on the % scale 0 is the no-effect control and ±100 the full control effect
# Target sequence (P51570 whole entry, looked up): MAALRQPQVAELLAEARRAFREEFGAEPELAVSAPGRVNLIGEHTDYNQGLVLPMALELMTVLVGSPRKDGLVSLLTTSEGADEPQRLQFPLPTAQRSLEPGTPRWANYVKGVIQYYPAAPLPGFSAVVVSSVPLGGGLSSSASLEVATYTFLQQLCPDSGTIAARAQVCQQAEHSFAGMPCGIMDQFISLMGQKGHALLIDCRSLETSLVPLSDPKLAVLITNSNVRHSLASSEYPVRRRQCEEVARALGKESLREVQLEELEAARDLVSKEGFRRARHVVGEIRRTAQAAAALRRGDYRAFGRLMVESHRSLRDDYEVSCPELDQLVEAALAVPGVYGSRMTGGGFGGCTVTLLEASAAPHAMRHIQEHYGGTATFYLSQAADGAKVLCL
#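 GALK at 5 nM final was combined with compound, 35 uM ATP and 100 uM galactose in HEPES pH8.0 with MgCl2 and DTT. The reaction ran one hour at room temperature before luminescent ATP detection.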
# CXXC DNA block: MLL CXXC-DNA interaction inhibition. AID 2662. Potency, µM (highest dose often 115 µM), without a hit: at the top dose activity change, negative = inhibition, most hits filed as inhibitors. Q03164. 290,000 compounds, 0.037% hits. MLL-CXXC / FITC-HOXA9 DNA fluorescence polarization; active means well fitted inhibition curve with a large enough effect in the polarisation, with a control signal flat, not every such curve was filed as active; inconclusive means small, poorly fitted or top-dose-only effect, or effect the other way, or a change in a side signal; inactive means no such curve, though single readings can be large or run the other way; the % refers to the polarisation; further: potency means the concentration at half of the fitted maximal effect
#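 Steps: dispense CXXC domain solution (7 uM) → pin compounds or unlabeled HOX-A9 DNA control → 5 min ambient → add FLSN-HOX-A9 solution (50 nM) → spin → 30 min ambient → fluorescence polarization. Tris pH 7.5/NaCl/DTT/BSA buffer.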
# hERG WT inh: KCNH2 (human, wildtype) channel inhibition. 340,000 compounds, 0.37% hits. U2OS, BacMam KCNH2, thallium flux FluxOr; stronger effect = lower value. Q12809. activity change, % at 1.84 µM;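 active means maximum activity change below -70%; inconclusive means maximum activity change between -70% and -50%; inactive means maximum activity change above -50%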; further: on the % scale 0 is the no-effect control and ±100 the full control effect
#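 U2OS cells transduced with wild-type KCNH2 virus are loaded with FluxOr dye for 45 min, and thallium flux is measured in kinetic reads before and after stimulation buffer. Rate constants are normalized to DMSO controls.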
# Coupling enz: coupling enzyme interference in Giardia aldolase counter-screen; activity change, negative = inhibition, % at 58.2 µM, hits read low; coupling enzyme system counterscreen, AmpLite Red fluorescence; 290,000 compounds, 0.67% hits; in the data active means activity change below about -30%; further: on the % scale 0 is the no-effect control and ±100 the full control effect
#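 Compounds tested against the coupling enzymes alone at 57.5 uM final; readout was AmpLite Red fluorescence (525/598 nm) after 20 min at RT.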
# Giardia kill: kills Giardia lamblia. Giardia lamblia trophozoite viability. activity change, % at 7.66 µM, hits read low. 340,000 compounds, 0.15% hits. AID 540267; in the data active means activity change below about -80%; inconclusive means between about -30% and that limit;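 further: parasites exposed to compound for two days anaerobically before the ATP read; on the % scale 0 is the no-effect control and ±100 the full control effect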
#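 ATP-content bioluminescence gauges trophozoite survival. Cells (100/well) receive compound and incubate anaerobically for 48 hrs at 37 deg C; detection reagent follows for 15-30 min at room temperature.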
# TCR act: T cell receptor activation; primary human leukocytes, anti-CD3, IL-2 HTRF, 48 h; Potency, µM (highest dose often 9.22 µM), for the others: at the top dose activation of IL-2 secretion, most hits filed as activators; 330,000 tested, under 10 active; AID 504894; further: % of control where 0% means no effect
#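 Primary human leukocytes receive a-CD3 beads and test compound and are incubated 48 hr. Secreted IL-2 is then assayed by HTRF, measuring 665nm acceptor emission after 320nm excitation of the europium donor.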
# AT treatment: potential ataxia-telangiectasia treatments restoring KAP-1 phosphorylation. […] A-T fibroblasts, KAP-1 phosphorylation AlphaLISA; neocarzinostatin DNA damage 30 min before lysis. Potency, µM (highest dose often 57.5 µM), for the others: top-dose activation, hits mostly activators. 320,000 compounds, 0.19% hits; further: potency means the concentration at half of the fitted maximal effect; % of control where 0% means no effect; nearly all actives have a fitted effect of over 45% in size
#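 hTERT-immortalized A-T patient fibroblasts ([…]), 500 cells/well in OPTI-MEM, 1% FBS, got compounds for 60 min, then NCS for 30 min at 37C. Lysates were then assayed for phospho-KAP-1 by AlphaLISA (anti-pKAP1 donor, anti-KAP1 acceptor beads), 6 hr at 25C.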
# Tb PFK block: T. brucei PFK enzyme inhibition | O15648 | T. brucei PFK, ADP-Glo luminescence | Potency, µM (titrated, usually from 57.5 µM), inactives show at the top dose activity, negative = inhibition, hits mostly inhibitors | 330,000 compounds, 0.17% hits;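 further: potency means the concentration at half of the fitted maximal effect; 0% = uninhibited 1x PFK enzyme wells and -100% = no-enzyme wells; nearly all actives have a fitted effect of over 60% in size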
#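 Luminescent ADP detection (ADP-Glo, two-step: ATP depletion then ADP-to-ATP conversion for luciferase) reported PFK activity after 45 min room-temperature reaction of 1.25 nM enzyme with 0.5 mM F6P and 0.1 mM ATP at pH 8.0.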
# BCR signal inh: inhibitors of chronic active B-cell receptor signaling | Potency, µM (doses to about 46.1 µM), for inactives: top-dose ratio change, negative = lower green/red ratio, hits mostly inhibitors | AID 493014 | ABC-DLBCL IkBa-CBG/CBR reporter, luminescence ratio, 4 h | 340,000 compounds, 0.05% hits; active means well fitted inhibition curve with a large enough effect in the signal ratio, with a control signal flat, not every such curve was filed as active; inconclusive means small, poorly fitted or top-dose-only effect, or effect the other way, or a change in a side signal; the % refers to the signal ratio;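 further: potency means the concentration at half of the fitted maximal effect; plate controls were basal doxycycline-induced cells for no effect and cells given 10 µM MG132 for full effect; MG132 reads +100%, hits lower the ratio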
#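 Doxycycline induced both beetle luciferases in TMD8 lymphoma cells; IKK-driven degradation limits the IkappaBalpha-fused green signal, while red luminescence normalises for cell number and nonspecific effects. Compounds tested up to 46 uM, 4 hrs.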
# TSHR antagonist: blocks TSH signaling through the human TSH receptor; P16473; TSHR-expressing cells, TSH-stimulated cAMP HTRF, 2 h; stronger effect = lower value; activity change, negative = inhibition, % at 11.5 µM; 330,000 compounds, 0.2% hits; AID 504810;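 active means activity change below a set negative limit, meaning inhibition stronger than a set level, cut at about -70% in these data; inconclusive means activity change between two set negative limits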; further: on the % scale 0 is the no-effect control and ±100 the full control effect
# Target sequence (P16473 whole entry, looked up): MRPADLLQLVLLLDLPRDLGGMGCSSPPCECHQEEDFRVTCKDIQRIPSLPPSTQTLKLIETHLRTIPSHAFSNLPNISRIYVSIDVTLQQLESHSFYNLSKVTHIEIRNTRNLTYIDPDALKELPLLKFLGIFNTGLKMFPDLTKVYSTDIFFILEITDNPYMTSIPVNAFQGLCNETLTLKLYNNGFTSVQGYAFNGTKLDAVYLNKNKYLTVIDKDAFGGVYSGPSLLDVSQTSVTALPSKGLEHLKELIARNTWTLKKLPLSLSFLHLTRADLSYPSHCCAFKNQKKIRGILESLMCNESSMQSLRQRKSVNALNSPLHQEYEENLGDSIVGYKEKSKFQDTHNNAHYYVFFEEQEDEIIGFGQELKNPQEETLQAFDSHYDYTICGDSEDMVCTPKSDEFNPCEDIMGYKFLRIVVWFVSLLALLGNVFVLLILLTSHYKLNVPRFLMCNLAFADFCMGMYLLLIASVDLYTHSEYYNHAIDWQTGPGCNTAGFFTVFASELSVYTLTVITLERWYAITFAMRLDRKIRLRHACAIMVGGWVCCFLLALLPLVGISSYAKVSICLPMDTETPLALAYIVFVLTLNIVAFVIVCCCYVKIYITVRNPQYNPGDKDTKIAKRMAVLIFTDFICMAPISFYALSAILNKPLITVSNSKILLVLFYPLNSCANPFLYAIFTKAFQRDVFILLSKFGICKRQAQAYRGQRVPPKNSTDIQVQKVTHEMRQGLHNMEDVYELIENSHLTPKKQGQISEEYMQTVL
#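 TSHR-expressing cells were treated with compounds, then stimulated with TSH at EC80 (4nM final) for 2 hours at 37 deg C. Cellular cAMP was measured by HTRF competition between lysate cAMP and cAMP-d2 for a cryptate-labelled anti-cAMP antibody.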
# * hit, by the source's call; ? = inconclusive; . = no result given; [ ] = dose if it differs, or a comment. Unless noted, the call rests on the fitted dose curve; in most records, active means well fitted curve in the direction sought with a large enough effect; inconclusive means small, poorly fitted or top-dose-only effect, or another doubt; inactive means no such curve, though single readings can be large; an effect the other way counts as inactive or inconclusive.
SMILES,GALK inh,CXXC DNA block,hERG WT inh,Coupling enz,Giardia kill,TCR act,AT treatment,Tb PFK block,BCR signal inh,TSHR antagonist
Cc1nc(NC(=O)CSc2nc(N)cc(N)n2)sc1C,-1%,14%,4,2,18,-4%,3%,2%,-4%,7
COCCCNC(=O)c1ccc(Cn2c(=O)c3ccccc3n(CC(=O)NCc3ccco3)c2=O)cc1,-3%,4%,4,1,4,0%,-4%,0%,-2%,17
Cc1ccc(-c2noc(CCC(=O)NCCc3ccccc3Cl)n2)cc1,1%,7%,5,5,13,5%,4%,-9%,?,0
COc1cc(/C=N/NC(=O)c2cccnc2)ccc1OCC(=O)Nc1ccccc1Cl,8%,15%,0,2,-19,-7%,-1%,1%,-15%,-19
CCOC(=O)C1CCCN(C(=O)Cn2ncc3c([nH]c4ccc(C)cc43)c2=O)C1 (configuration not stated),-10%,40%[activator],-3,0,-21,3%,2%,2%,-1%,6
O=C(O)CCn1[nH]c(=O)c2ccccc2c1=O,3%,-2%,6,-3,8,-1%,3%,2%,-6%,6
COCCCN(C(=O)c1ccccc1)c1nc(-c2ccc(OC)cc2)cs1,0%,-7%,-12,2,-5,3%,28%,-2%,0%,-16
COc1ccc2[nH]c(=O)c(CN(CC3CCCO3)S(=O)(=O)c3ccccc3F)cc2c1 (configuration not stated),-2%,7%,-17,-1,14,1%,0%,9%,1%,-11
CC1CC(C)CN(CCCNC(=O)c2ccc3nc(N4CCOCC4)sc3c2)C1 (configuration not stated),.,7%,-3,0,-25,0%,1%,0%,2%,9
CC(C)(C)c1nnc(NC(=O)Cc2ccccc2[N+](=O)[O-])s1,0%,7%,-21,-2,0,2%[46.1 µM],4%,-4%,-3%,-3
CCCNC(=O)Cn1nc(C)n2c(cc3cc(F)ccc32)c1=O,4%,6%,1,-1,1,-1%,-8%,-1%,1%,1
CC(=O)CSc1ncnc2c1cnn2-c1ccccc1,-2%,2%,2,4,6,3%,0%,3%,?,-12
O=C(CCN1CCCCC1c1cccnc1)NCc1ccccc1 (configuration not stated),-2%,-1%,-2,1,3,1%,-11%,3%,?,5
COc1ccc(CC(NC(C)=O)C(=O)N2CCN(C(=O)Nc3cccc(F)c3)CC2)cc1OC (configuration not stated),9%,1%,.,2,9,-3%,1%,1%,?,12
COc1ccc(C)cc1NC(=O)N1CCCc2ccccc21,1%,29%,7,-5,-8,-4%,14%,12%,?,-19
O=C1OCCC1Sc1nnc(-c2ccc(Cl)cc2Cl)o1 (configuration not stated),0%,6%,11,7,-28,-5%,-7%,1%,?,-11
COC(Cn1c(-c2cccc(S(=O)(=O)N(C)C)c2)n[nH]c1=S)OC,15%,-7%,-2,2,10,7%,7%,13%,1%,1
CN1CCN(Cc2c(C(=O)N/N=C/c3cccc(Br)c3)nnn2-c2nonc2N)CC1,13%,-5%,6,0,-15,3%,28%,1%,5%,4
C=CCNC(=O)C1CC(=O)N(c2ccc(OCC(=O)Nc3cccc(OC)c3)cc2)C1 (configuration not stated),0%,-1%,-15,-2,-15,.,-2%,-1%,4%,-3
C#CCSc1nnc(-c2ccc(O)cc2)o1,2%,-9%,-3,3,-9,11%,3%,-3%,6%,1
CCc1ccccc1S(=O)(=O)Cc1ccc(C(=O)NCc2ccc3c(c2)OCO3)o1,3%,1%,8,0,-26,6%,10%,0%,-10%,-34
CCOC(=O)COc1ccc2cc(C(=O)OCC)c(=O)oc2c1,1%,-4%,-16,0,-8,-3%,-2%,0%,?,-14
N#Cc1ccc(CN2CCN(C(=O)CN3C(=O)NC4(CCCC4)C3=O)CC2)cc1,.,.,-7,.,-6,-2%,1%,0%,3%,-7
c1ccc(-c2cc(-c3ccncc3)nc3ccc4ccccc4c23)cc1,1%,7%,-6,-2,-2,?,8%,-1%,0%,1
O=C(Nc1ccccc1N1CCCC1)c1ccc([N+](=O)[O-])o1,4%,-1%,-4,.,?,-4%,21%,-6%,5%,7
O=C(CC1C(=O)NCCN1CC1CCCCC1)NCc1ccc(Cl)cc1 (configuration not stated),-2%,4%,0,-2,1,-6%,1%,-1%,?,-9
COc1cccc(-c2ccc3nnc(SCC(=O)N4CCCC4)n3n2)c1,.,.,2,.,-1,-4%,2%,-14%,-11%,-2
CCSc1ccccc1C(=O)NCc1cccnc1,4%,5%,6,0,-18,-1%,2%,-4%,?,-4
NC(=O)c1ccc(NC(=O)COC(=O)c2ccc(Cl)nc2)cc1,.,.,8,.,-22,-3%,-3%,?,-4%,11
CCc1ccc(NC(=O)C2C3CCC(O3)C2C(=O)O)cc1 (configuration not stated),6%,-5%,-7,1,-4,.,5%,4%,-3%,22

# Three entries drawn at random from the list so far, as already listed:
SMILES,GALK inh,CXXC DNA block,hERG WT inh,Coupling enz,Giardia kill,TCR act,AT treatment,Tb PFK block,BCR signal inh,TSHR antagonist
COc1ccc(CC(NC(C)=O)C(=O)N2CCN(C(=O)Nc3cccc(F)c3)CC2)cc1OC (configuration not stated),9%,1%,.,2,9,-3%,1%,1%,?,12
O=C(CCN1CCCCC1c1cccnc1)NCc1ccccc1 (configuration not stated),-2%,-1%,-2,1,3,1%,-11%,3%,?,5
CCc1ccc(NC(=O)C2C3CCC(O3)C2C(=O)O)cc1 (configuration not stated),6%,-5%,-7,1,-4,.,5%,4%,-3%,22

# Additional compounds
SMILES,GALK inh,CXXC DNA block,hERG WT inh,Coupling enz,Giardia kill,TCR act,AT treatment,Tb PFK block,BCR signal inh,TSHR antagonist
Cc1ccc(S(=O)(=O)Cn2nnnc2C(c2ccccn2)N2CCN(c3ccccc3)CC2)cc1 (configuration not stated),3%,-3%,-5,6,5,1%,6%,1%,1%,-11
O=C(NC(=S)Nc1ccc(Oc2ccccc2)cc1)c1ccc(Cl)cc1,0%,2%,-4,0,-4,-1%,-1%,0%,?,-38
O=C(N/C(=C/C=C/c1ccccc1)C(=O)N1CCOCC1)c1ccccc1Br,8%,-5%,9,2,-6,-1%,0%,-3%,?,8
COCc1c(Br)c(C)nc(OCC(=O)N/N=C/c2ccc(C)o2)c1C#N,12%,-2%,3,6,18,5%,-3%,-2%,-19%,0
COc1ccc(C(=O)Nc2cccc(C(=O)N3CCN(C)CC3)c2)cc1,-2%,4%,1,5,11,-32%,12%,-1%,?,9
Cn1cccc1Cc1nnc(SCC(=O)N2CCN(c3ccccc3)CC2)n1-c1ccc(F)cc1,2%,-5%,8,-1,3,2%,-3%,-4%,13%,-8
Cc1[nH]nc2c1C1(CCOCC1)C(C#N)=C(N)O2,7%,-3%,-4,0,-15,3%,17%,-1%,1%,2
Cc1ccc(S(=O)(=O)Nc2cccc(C(=O)NCC(C)(C)N3CCOCC3)c2)cc1F,.,.,-19,.,-1,2%,-1%,-7%,-2%,0
CCOC(=O)C1CCCN(S(=O)(=O)c2cccs2)C1 (configuration not stated),1%,9%,-3,1,-11,0%,9%,-5%,23%,11
Cc1ccc2cc(CN(C(=O)c3ccncc3)C(C)C)c(=O)[nH]c2c1,1%,-6%,1,1,-4,3%,1%,1%,-4%,-10
Cc1ccc(-c2nc(CS(=O)(=O)CC(=O)NCCN3CCCC3)c(C)o2)cc1,11%,2%,0,0,-10,5%,-4%,-7%,0%,-2
O=C(OCc1ccccc1)N1CCOCCOCCN(C(=O)OCc2ccccc2)CCOCCOCC1,-1%,-5%,12,-2,-4,-5%,12%,3%,4%,?
Cc1ccsc1C(=O)N(c1nc2ccccc2s1)c1c(C)cccc1C,1%,-3%,4,-3,?,5%,5%,-4%,2%,-14
O=C(Nc1cccnc1)c1ccc2snnc2c1,-1%,0%,-151*,.,-6,-16%,-1%,-4%,-14%,7
C#CCOc1ccc(Cl)cc1/C=C1/C(=O)ON=C1C,3%,?,-2,3,-6,4%,5%,-4%,2%,-3
Cc1c(C)n(Cc2ccccc2)c2ncnc(N)c12,4%,0%,-8,1,-4,-1%,5%,-1%,-15%,-11
CC(C)(C)SCCNC(=O)CN(c1ccc(F)cc1)S(=O)(=O)c1ccccc1,-1%,-3%,20,-2,-14,-8%,-3%,0%,5%,4
CCCCCn1nc(C(=O)OCc2nc(N)nc(Nc3ccccc3)n2)c2ccccc2c1=O,.,.,-2,.,-13,-3%[46.1 µM],11%,5%,-17%,0
Cn1cnc(S(=O)(=O)NCc2ccc(Br)cc2)c1,-5%,?,-4,4,?,2%,-5%,-4%,2%,-3
COC(=O)CSc1nc(N)c(C#N)c(-c2ccc(O)cc2)c1C#N,-7%,1%,-20,1,-9,4%,-8%,0%,0%,-8
O=C(N/N=C/c1ccco1)c1ccc(N2CCCC2=O)cc1,0%,10%,1,1,-29,-7%[46.1 µM],4%,-12%,?,9
CCN(C(=O)CSc1nc2ccccc2c(=O)n1-c1cccc(C)c1)C1CCS(=O)(=O)C1 (configuration not stated),1%,-6%,-17,1,-2,3%,2%,0%,-13%,6
O=C(NCc1ccccc1)N(Cc1cc2cc3c(cc2[nH]c1=O)OCCO3)CC1CCCO1 (configuration not stated),2%,-7%,-15,-1,1,-3%,-5%,-3%,-15%,-18
